CHO-K1 Ca antag = M1 antagonist counterscreen hit in parental CHO-K1 cells | ATP-induced calcium, Fluo-8 fluorescence | AID 602250 | inhibition, % at 3 µM | 0.6% of 360,000 active;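 active = inhibition above a per-plate cutoff, the plate's mean sample inhibition plus 3 SD, cut at about 24% in these data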;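 note: 0% = DMSO plus EC80 ATP and 100% = DMSO alone without ATP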
M1 PAM parental = nonselective calcium activators in parental CHO-K1 cells, primary screen, counter-screen for M1 PAM project, cell-based, Fluo-8 calcium fluorescence, full deck, 1536-well | ATP EC20; 0% at ATP EC20, 100% at ATP max | activation, % at 3 µM | 0.02% of 360,000 active;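 active = activation above the run cutoff, the mean activation of all test compounds plus 3 SD, cut at about 40% in these data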;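 note: peak over basal fluorescence ratio in a 140 s read after ATP addition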
V1aR counter = agonists of human V1a receptor, primary screen, counter-screen for OXTR agonist project, fluorescence, CHO-V1R cells. Vasopressin V1a receptor (Homo sapiens), P37288. Fluo-8 calcium fluorescence, agonist mode; 0% DMSO, 100% 3 nM vasopressin. activation, % at 3 µM. 0.25% of 320,000 active;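 active = activation above the mean activation of all tested compounds plus 3 SD, per screening run, cut at about 20% in these data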;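 note: signal is peak over basal fluorescence ratio across a 100 second FLIPR read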
Target sequence (P37288 whole entry, looked up): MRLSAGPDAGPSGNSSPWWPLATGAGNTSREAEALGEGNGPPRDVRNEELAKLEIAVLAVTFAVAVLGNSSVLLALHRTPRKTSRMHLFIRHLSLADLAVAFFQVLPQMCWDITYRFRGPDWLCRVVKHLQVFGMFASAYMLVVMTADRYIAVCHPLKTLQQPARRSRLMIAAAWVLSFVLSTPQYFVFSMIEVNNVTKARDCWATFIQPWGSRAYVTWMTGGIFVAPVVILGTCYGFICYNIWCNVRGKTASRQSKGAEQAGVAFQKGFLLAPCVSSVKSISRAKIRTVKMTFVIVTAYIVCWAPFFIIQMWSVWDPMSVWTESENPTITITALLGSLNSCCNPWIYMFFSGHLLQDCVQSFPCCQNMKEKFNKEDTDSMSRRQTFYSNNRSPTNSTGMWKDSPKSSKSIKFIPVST
CHRM1 agonist = human M1 muscarinic receptor agonists, primary screen, Fluo-8 calcium fluorescence, CHO-K1 cells, HTS. Muscarinic acetylcholine receptor M1 (Homo sapiens), P11229. CHO-K1 hM1, agonist mode; 0% DMSO, 100% acetylcholine EC100. 0.33% of 360,000 active. activation, % at 3 µM. AID 588814, 2011;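 active = activation above the run's mean compound activation plus 3 SD, cut at about 16% in these data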;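 note: peak over basal fluorescence ratio within a 140 s kinetic read after compound addition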
Target sequence (P11229 whole entry, looked up): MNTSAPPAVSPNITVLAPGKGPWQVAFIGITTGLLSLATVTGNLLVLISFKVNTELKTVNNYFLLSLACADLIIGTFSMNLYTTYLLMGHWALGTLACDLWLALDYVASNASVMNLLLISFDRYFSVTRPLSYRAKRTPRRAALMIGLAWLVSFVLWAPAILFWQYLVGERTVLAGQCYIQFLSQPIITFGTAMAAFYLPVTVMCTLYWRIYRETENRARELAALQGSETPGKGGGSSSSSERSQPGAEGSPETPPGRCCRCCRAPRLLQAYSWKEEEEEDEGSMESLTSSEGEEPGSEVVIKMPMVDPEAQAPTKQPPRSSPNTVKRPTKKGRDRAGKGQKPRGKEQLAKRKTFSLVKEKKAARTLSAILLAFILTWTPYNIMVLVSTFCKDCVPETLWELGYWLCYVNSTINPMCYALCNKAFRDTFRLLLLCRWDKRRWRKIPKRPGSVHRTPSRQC
CHO parental Ca = ATP-evoked calcium signal inhibitors, parental CHO, primary screen, counter-screen for OX1R antagonist project, cell-based, fluorescence, Fluo-8 calcium dye. parental CHO-K1, ATP-induced calcium, Fluo-8 fluorescence. inhibition, % at 5.6 µM. 0.63% of 330,000 active;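 active = inhibition above that plate's mean sample inhibition plus 3 SD, cut at about 26% in these data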;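 note: 0% = ATP-challenged DMSO wells and 100% = DMSO wells without ATP; some compounds past the cut are filed as inactive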
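Test system: parental CHO cells; detection: calcium-sensitive Fluo-8 fluorescence; evaluation: percent inhibition of calcium signal; also added: ATP as calcium-mobilizing challenge; repeats: one well per compound; control set: ATP-challenged DMSO wells low, unchallenged DMSO wells high; compound: single nominal dose of 5.6 µM per compound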
OXTR potentiate = human OXTR potentiators, primary screen, fluorescence, CHO-OTR cells, Fluo-8 calcium; Oxytocin receptor (Homo sapiens), P30559; Fluo-8 calcium fluorescence, potentiator mode; 0% = oxytocin EC15, 100% = EC100; activation, % at 3 µM; 0.061% of 320,000 active; AID 2445, 2010;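 active = activation above that plate's cutoff, the mean activation of tested compounds plus 3 SD, cut at about 6.6% in these data, passing the limit was not always enough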;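 note: 100% uses oxytocin at 75 nM as the full agonist control; some results filed as inactive read as strong as hits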
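test system = CHO-OTR cells, human receptor | compound = single-point 3.0 µM | schedule = 6 min compound pre-incubation at room temperature, 100 s kinetic read | signal = Fluo-8 no-wash calcium dye fluorescence, excitation 470-495 nm, emission 515-575 nm | repeats = single well per compound, singlicate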
TAAR1 antagonist = human TAAR1 antagonists, primary screen, Fluo-8 calcium fluorescence, CHO RD-HGA16 cells; antagonist; inhibition, % at 3 µM; 1.5% of 360,000 active;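 active = inhibition above a per-plate cutoff, the mean inhibition of test compounds on that plate plus 3 SD, cut at about 49% in these data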;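 note: 0% = DMSO plus EC80 beta-PEA response and 100% = DMSO alone without agonist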
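System: RD-HGA16 CHO cells with stable hTAAR1 and Gα16 | Probe or stimulus: EC80 β-phenethylamine stimulus | Dosing: 3 µM, single point | Times: Dye loading 75 min at 37 °C, then 30 min room temperature | Measured by: Fluo-8 calcium-sensitive fluorescence | Read-out basis: % inhibition of agonist calcium response | Replicates: n of 1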
CHO-K1 Ca ag = counter-screen for M1 agonists: effect in parental CHO-K1 cells; 0.48% of 360,000 active; Fluo-8 calcium fluorescence; scaled to maximal ATP response, vehicle zero; AID 602248, 2012; activation, % at 3 µM; in the data active = activation above about 15%;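 note: untransfected CHO-K1 host cells lacking M1 receptor as counterscreen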
TAAR1 agonist = human TAAR1 agonists, primary screen, Fluo-8 calcium fluorescence, CHO RD-HGA16 cells | activation, % at 3 µM | 0.99% of 360,000 active | AID 624467, 2012 | vehicle wells 0%, saturating PEA agonist 100% | Trace amine-associated receptor 1 (Homo sapiens), Q96RJ0;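 active = activation above the mean activation of all test compounds in the run plus 3 SD, cut at about 38% in these data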
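Test system: RD-HGA16 (CHO) cells co-expressing Gα16 and hTAAR1; dosing: one-point dosing at 3 µM (nominal); timing: 17-24 h seeding, 75 min 37 °C dye, 30 min RT; signal: kinetic Fluo-8 calcium fluorescence; read-out basis: % activation relative to PEA EC100 response; controls: DMSO and PEA EC100; replicates: n 1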
Active calls of the source: *; x = no result given.

nr | mol | CHO-K1 Ca antag | M1 PAM parental | V1aR counter | CHRM1 agonist | CHO parental Ca
1 | O=C(COc1ccccc1)n1nc(-c2ccc(Cl)cc2)nc1NCc1ccco1 | -1 | 18 | 2.5 | -3 | -7
2 | Cc1ccc(S(=O)(=O)CCC(=O)N(Cc2nnc(-c3ccc(Cl)cc3)o2)C2CC2)cc1 | 1 | -1 | 0.4 | -9 | -38
3 | COc1ccccc1CNC(=O)N1CCN(S(=O)(=O)c2ccc(Cl)cc2)CC1 | -5 | 23 | 3.2 | -3 | -1
4 | CCCCCn1nnnc1-c1nc2cc3ccccc3cc2[nH]c1=O | -2 | 1 | x | x | x
5 | CCN(CC)C(=O)[C@H]1CC(CC(=O)NCCN2CCOCC2)C(=O)N2CCc3c([nH]c4ccc(OC)cc34)[C@]12C (some centres not stated) | -2 | 9 | x | -4 | 0
6 | CC(=O)c1cc2cccc(OC3(C)CCN(Cc4ccc5ccccc5c4)C3)c2o1 (configuration not stated) | -2 | 3 | x | -4 | x
7 | Cc1[nH]c2ccccc2c1SCC(=O)N1CCCCCC1 | -10 | 9 | 1.2 | -4 | -6
8 | CC(=O)c1ccc(N/N=C(/C(N)=O)C2=NC(C)(C)Cc3ccccc32)cc1 | -7 | 21 | -1.6 | -5 | -14

nr | OXTR potentiate | TAAR1 antagonist | CHO-K1 Ca ag | TAAR1 agonist
1 | -11 | 3 | 0.6 | 21
2 | 1 | -11 | 0.3 | 5
3 | -8 | 10 | 1.0 | -2
4 | x | 21 | 4.5 | 4
5 | x | -14 | -0.1 | 2
6 | x | -7 | 0.8 | 1
7 | -7 | -2 | 0.9 | 5
8 | -2 | 40 | 3.7 | 11

(more compounds)
nr | mol | CHO-K1 Ca antag | M1 PAM parental | V1aR counter | CHRM1 agonist | CHO parental Ca
9 | CCOC(=O)[C@H]1[C@H]2COc3ccccc3[C@@H]2N2C(=O)CN(Cc3ccc(C)cc3)C(=O)[C@@]12C | 3 | -10 | -0.1 | -2 | -6
10 | CS(=O)(=O)Oc1ccc(/C=N/NC(=O)c2ccncc2)cc1 | 2 | 2 | 0.2 | -5 | -1
11 | O=[N+]([O-])c1ccc(S(=O)(=O)N(CC(O)CN2CCCCC2)c2ccccc2)cc1 (configuration not stated) | -3 | 15 | 0.6 | -11 | -15
12 | Cc1onc(C(=O)N2CCOCC2)c1[N+](=O)[O-] | 2 | 7 | 1.4 | -5 | -3
13 | Cc1cc2ncn(CCCCOc3ccccc3)c2cc1C | 2 | 8 | 3.6 | -2 | -13
14 | CCc1nc(C)cn1S(=O)(=O)c1cc(C)c(OC)cc1C | 3 | 6 | 7.8 | 0 | -5
15 | COC(=O)c1ccc(Sc2ccccn2)c([N+](=O)[O-])c1 | 2 | -1 | -1.0 | -6 | -5
16 | CC1CCc2c(sc3nc(CN4CCOCC4)nc(NS(=O)(=O)c4cccc([N+](=O)[O-])c4)c23)C1 (configuration not stated) | -3 | 6 | 3.5 | 0 | -23

nr | OXTR potentiate | TAAR1 antagonist | CHO-K1 Ca ag | TAAR1 agonist
9 | -4 | 32 | 1.9 | 20
10 | 2 | -20 | -0.1 | 6
11 | -12 | 4 | 0.6 | 3
12 | -5 | 3 | 0.5 | 6
13 | -5 | 27 | 3.0 | 5
14 | -6 | -6 | 0.4 | 0
15 | 3 | 2 | 5.8 | 0
16 | -24 | -2 | 2.0 | 9

(list continues)
nr | mol | CHO-K1 Ca antag | M1 PAM parental | V1aR counter | CHRM1 agonist | CHO parental Ca
17 | COCCn1c(SCC(=O)NCc2ccco2)nnc1C(C)C | -5 | -2 | 0.0 | -3 | 7
18 | Cc1cc(C)c(C#N)c(Oc2ccc(F)cc2)n1 | -2 | 17 | -0.8 | -2 | -17
19 | O=S1(=O)CCOC[C@H](CC2CCCCC2)N1Cc1cccc(Cl)c1 | -10 | 20 | 1.4 | -7 | 4
20 | O=C(NC1CCCC1)C(c1ccccn1)N(C(=O)c1csnn1)c1ccc(F)cc1 (configuration not stated) | -10 | 9 | -0.2 | -4 | -14
21 | CCOc1ccc2nc(SCC(=O)c3ccc(O)cc3O)sc2c1 | -1 | -5 | 4.1 | -4 | 12
22 | Cc1cc(C)c(S(=O)(=O)c2ccccc2)c(OC(=O)c2c(Cl)cccc2Cl)n1 | -8 | 12 | 0.0 | -4 | -13
23 | Cc1cc(/C=N/NC(=O)C(O)(c2ccccc2)c2ccccc2)c(C)n1-c1ccccc1 | -5 | 18 | -0.1 | -9 | -6
24 | O=C(CN1CCOCC1)NN=C(c1ccccc1)c1ccccc1 | -16 | 24 | -1.4 | -4 | -6

nr | OXTR potentiate | TAAR1 antagonist | CHO-K1 Ca ag | TAAR1 agonist
17 | -3 | -8 | 0.3 | 4
18 | 13 | -10 | 0.3 | 3
19 | -11 | 3 | 0.3 | 14
20 | -1 | 10 | 2.2 | 0
21 | -20 | -7 | 1.6 | 2
22 | -8 | -7 | 0.5 | 11
23 | -7 | -3 | 0.4 | -2
24 | 1 | -6 | 0.7 | 5

Quoted at random: five entries already listed, in no set order.
nr | mol | CHO-K1 Ca antag | M1 PAM parental | V1aR counter | CHRM1 agonist | CHO parental Ca
24 | O=C(CN1CCOCC1)NN=C(c1ccccc1)c1ccccc1 | -16 | 24 | -1.4 | -4 | -6
17 | COCCn1c(SCC(=O)NCc2ccco2)nnc1C(C)C | -5 | -2 | 0.0 | -3 | 7
22 | Cc1cc(C)c(S(=O)(=O)c2ccccc2)c(OC(=O)c2c(Cl)cccc2Cl)n1 | -8 | 12 | 0.0 | -4 | -13
19 | O=S1(=O)CCOC[C@H](CC2CCCCC2)N1Cc1cccc(Cl)c1 | -10 | 20 | 1.4 | -7 | 4
21 | CCOc1ccc2nc(SCC(=O)c3ccc(O)cc3O)sc2c1 | -1 | -5 | 4.1 | -4 | 12

nr | OXTR potentiate | TAAR1 antagonist | CHO-K1 Ca ag | TAAR1 agonist
24 | 1 | -6 | 0.7 | 5
17 | -3 | -8 | 0.3 | 4
22 | -8 | -7 | 0.5 | 11
19 | -11 | 3 | 0.3 | 14
21 | -20 | -7 | 1.6 | 2

Profiles as entered above. Order of screens: CHO-K1 Ca antag | M1 PAM parental | V1aR counter | CHRM1 agonist | CHO parental Ca | OXTR potentiate | TAAR1 antagonist | CHO-K1 Ca ag | TAAR1 agonist
COC(=O)c1ccc(Sc2ccccn2)c([N+](=O)[O-])c1 is listed as 2 | -1 | -1.0 | -6 | -5 | 3 | 2 | 5.8 | 0
Cc1cc(C)c(C#N)c(Oc2ccc(F)cc2)n1 is listed as -2 | 17 | -0.8 | -2 | -17 | 13 | -10 | 0.3 | 3
Cc1cc(/C=N/NC(=O)C(O)(c2ccccc2)c2ccccc2)c(C)n1-c1ccccc1 is listed as -5 | 18 | -0.1 | -9 | -6 | -7 | -3 | 0.4 | -2
CS(=O)(=O)Oc1ccc(/C=N/NC(=O)c2ccncc2)cc1 is listed as 2 | 2 | 0.2 | -5 | -1 | 2 | -20 | -0.1 | 6

Source: PubChem (The Scripps Research Institute Molecular Screening Center)
